Assay outcomes: PubChem BioAssay, Milwaukee Institute for Drug Discovery
HCV NS3h FP – blocks HCV NS3 helicase binding to DNA; 16,000 tested, 1.6% active; NS3h Cy5-dT15 DNA binding, fluorescence polarization; inhibition, % at 100 µM; AID 687043;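 active = inhibition above the average over every tested compound plus 3 SD, cut at about 40% in these data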
Cy5 interf NS3h – counter-screen for HCV NS3 helicase inhibitors: fluorescence interference. Cy5-dT15 DNA with NS3h; actives lie on both sides; signal over control mean, under 1 quenches. fluorescence interference ratio at 100 µM. 16,000 tested, 6% active. AID 720488;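 active = compound fluorescence over control fluorescence at most 0.8, a quencher, or at least a set upper limit, an enhancer; inactive = ratio between 0.8 and the set upper limit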
The depositor's hits bear a star.

Start of the listing, in advance:
structure	HCV NS3h FP	Cy5 interf NS3h
Cc1cc(=O)[nH]c(SCCOc2ccccc2C)n1	7	0.99
O=C(Cc1ccc(Cl)cc1)Nc1nccs1	18	0.99
O=C1c2ccc(C(c3ccc4c(c3)C(=O)N(c3ccccc3)C4=O)(C(F)(F)F)C(F)(F)F)cc2C(=O)N1c1ccccc1	9	1.1
CCOc1ccc(C(=O)NC(C)(C)C)cc1Cl	-3	1
CN(C)c1nc(-c2ccccc2)c(N)c(-c2ccccc2)n1	-16	0.91
Cc1cc(C)cc(NC2=C(Cl)C(=O)N(c3cccc(Cl)c3)C2=O)c1	-4	1

All compounds of this part, previewed entries included:
structure	HCV NS3h FP	Cy5 interf NS3h
Cc1cc(=O)[nH]c(SCCOc2ccccc2C)n1	7	0.99
O=C(Cc1ccc(Cl)cc1)Nc1nccs1	18	0.99
O=C1c2ccc(C(c3ccc4c(c3)C(=O)N(c3ccccc3)C4=O)(C(F)(F)F)C(F)(F)F)cc2C(=O)N1c1ccccc1	9	1.1
CCOc1ccc(C(=O)NC(C)(C)C)cc1Cl	-3	1
CN(C)c1nc(-c2ccccc2)c(N)c(-c2ccccc2)n1	-16	0.91
Cc1cc(C)cc(NC2=C(Cl)C(=O)N(c3cccc(Cl)c3)C2=O)c1	-4	1
CC(C)N(C(=O)c1ccc(C(=O)Nc2ccc(Nc3ccccc3)cc2)cc1)C(C)C	17	0.7*
CC(=O)Nc1sc2c(c1C#N)CCCC2	10	0.96
C=CCN1C(=O)/C(=C\c2ccc(OCc3cccc4ccccc34)cc2)SC1=S	4	1.1
COc1ccc(/C(N)=N\OC(=O)c2cccc(I)c2)cc1OC	8	0.94
O=C(NC(=S)Nc1cccc(-c2nc3ccccc3o2)c1)c1ccco1	-1	1
N#C/C(=C\N1CCOCC1)c1ccccc1	-2	1.1

(list continues)
structure	HCV NS3h FP	Cy5 interf NS3h
CCOc1ccc(NC(=O)c2ccc(Cl)c([N+](=O)[O-])c2)cc1	17	0.73*
CC(C)COc1ccc(C(=O)Nc2cc(Cl)ccc2Cl)cc1	13	1
Cc1ccc(C)n1-c1ccc(Br)cc1C(=O)O	49*	1.1
O=C(O)c1ccc(NC(=O)c2ccccc2F)c(NC(=O)c2ccccc2F)c1	0	0.99
CC1=NN(c2ccc(S(N)(=O)=O)cc2)C(=O)/C1=C\c1ccc(-c2ccc(Cl)c([N+](=O)[O-])c2)o1	16	0.85
O=C(Nc1ccc(Oc2ccc(NC(=O)c3ccco3)cc2)cc1)c1ccco1	2	1
CCCC(=O)NC(c1ccc(OC)c(OC)c1)c1c(OC(=O)COc2ccccc2)ccc2ccccc12 (stereo not drawn)	12	0.94
O=C(Nc1ccc(F)c([N+](=O)[O-])c1)c1cccc(OCc2ccccc2)c1	-2	0.99
CCOc1cc(/C=C2\C(=O)NC(=O)N(c3ccc(Cl)cc3)C2=O)cc(Cl)c1OCC	9	0.99
CCN1C(=O)/C(=C\c2cccc(C)c2)SC1=S	-2	0.94
COC(=O)CC(C(=O)OC)C(CC(=O)OC)C(=O)OC (stereo not drawn)	-13	1
Cc1ccc(CC2C(=O)N(c3cccc(Cl)c3C)C(=O)C2C)cc1 (stereo not drawn)	11	0.91

(continued)
structure	HCV NS3h FP	Cy5 interf NS3h
O=C1C2C3C=CC(C3)C2C(=O)N1/N=C\c1cccc(I)c1 (stereo not drawn)	18	0.96
COc1cc(N(C)C)c([N+](=O)[O-])cc1C(=O)N1CC(C)NC(C)C1 (stereo not drawn)	-9	0.95
COc1cc2c(cc1NS(=O)(=O)c1ccccc1)oc1ccccc12	10	0.95
CCCCCCCc1nc2ccccc2[nH]1	-2	0.91
O=C(O)c1cc(C(=O)O)cc(N2C(=O)c3cccc4c([N+](=O)[O-])ccc(c34)C2=O)c1	16	1.1
COc1cc(C=O)ccc1OCCOc1ccc(C)c(C)c1	11	0.87
O=C(O)CCC(=O)N1N=C(c2ccc(Br)cc2)CC1c1ccccc1 (stereo not drawn)	1	1
CCN(C(=O)c1cc2cc(Cl)cc(Cl)c2oc1=O)c1ccccc1	3	1.1
COc1ccc(NC(=O)/C(C#N)=C/c2cc(C)n(-c3ccc(C)c([N+](=O)[O-])c3)c2C)cc1	7	1
CC(=O)NC(n1c(SCc2ccccc2)nc2ccccc21)C(Cl)(Cl)Cl (stereo not drawn)	28	0.93
CCCc1cc2c(-c3ccccc3)cc(=O)oc2cc1OCC(=O)O	0	1.1
CCOC(=O)c1ccc(-c2ccc(/C=C(\C#N)C(=O)Nc3ccc(OC)cc3)o2)cc1	0	0.98

(listing goes on)
structure	HCV NS3h FP	Cy5 interf NS3h
CCc1ccccc1N(CC(=O)Nc1ccccc1Br)S(C)(=O)=O	11	0.99
Cc1ccc(C(=O)/C(=C/c2ccc(-c3cccc([N+](=O)[O-])c3)o2)c2nc3ccccc3o2)cc1	11	0.98
O=C(Nc1cccc(O)c1)/C(=C\c1cccs1)NC(=O)c1ccccc1	3	0.99
O=C(Nc1ccc2c(c1)OCCO2)c1cccc([N+](=O)[O-])c1	-7	0.92
O=C(O)c1ccc(NC(=NS(=O)(=O)c2ccccc2)c2ccccc2)cc1	7	0.99
COc1ccc(S(=O)(=O)N2CCC(C(=O)O)CC2)cc1C(=O)O	8	0.88
CCN1C(=O)/C(=C/c2cn(CCC#N)nc2-c2ccc(-c3ccccc3)cc2)SC1=S	-2	1
COc1ccc(NC(=O)CSc2nc3ccccc3o2)c(OC)c1	-9	0.94
CCOC(=O)c1cnn2c(C)cc(-c3ccc(F)cc3)nc12	7	1
COc1ccc(NC(=O)CN(c2ccc(Br)cc2)S(C)(=O)=O)c(OC)c1	16	1
Cc1ccc(/C=C/C(=O)NC(=S)Nc2ccc(S(N)(=O)=O)cc2)cc1	-1	1.1
Cc1ccc(N2C(=O)/C(=C/c3cc(C)n(C)c3C)C(=O)NC2=S)cc1	9	1.1

(next part)
structure	HCV NS3h FP	Cy5 interf NS3h
Cc1cc(=O)[nH]c(SCc2ccccc2)n1	5	0.99
CCOc1ccc(N(CC(=O)N[C@@H]2C[C@H]3CC[C@@H]2C3)S(=O)(=O)c2ccc(SC)cc2)cc1	-5	0.97
CNc1nc(Nc2nc(C)cc(C)n2)nc(OCC(F)(F)F)n1	-1	1.1
COc1ccccc1/C=N\N=C1/NC(=O)C(CC(=O)Nc2cccc(C)c2C)S1 (stereo not drawn)	15	1
CCOc1ccc(/C=C2/C(=O)NC(=O)N(c3ccc(OCC)cc3)C2=O)cc1	2	1
O=C(NC[n+]1ccccc1)c1ccc(Cl)cc1	3	1.2*
Fc1cnc(N2CCOCC2)nc1N1CCN(c2ccccc2)CC1	8	0.99
CCOc1ccc(-c2n[nH]c(=S)o2)cc1	-18	1.1
CC1CCCN(c2c([N+](=O)[O-])c(=O)oc3ccccc23)C1 (stereo not drawn)	11	0.87
Cc1ccc(C)c(NC(=S)NC(NC(=O)c2ccccc2F)C(Cl)(Cl)Cl)c1 (stereo not drawn)	4	1
Cc1ccc(-c2nc3cc(NC(=O)C(C)C)ccc3o2)cc1	17	1
O=C(NC(=S)Nc1ccc(NC(=O)c2ccco2)cc1)c1ccco1	19	1

(cont.)
structure	HCV NS3h FP	Cy5 interf NS3h
CCOCCCNc1c2c(c(C#N)c3nc4ccccc4n13)CCC2	1	1.1
Cc1ccc(N2C(=O)/C(=C/c3cccc(Br)c3)SC2=S)cc1C	-16	1
CC(C)c1ccc(/C=C(\NC(=O)c2ccccc2)C(=O)NCCCN(C)C)cc1	7	0.99
C[n+]1cc(N)cc2ccccc21	-9	1
N=c1sc(Cc2cccc(Cl)c2)cn1CC(=O)c1ccc(F)cc1	1	0.88
O=[N+]([O-])c1cccc(NC(=NS(=O)(=O)c2ccc(Cl)cc2)c2ccccc2)c1	7	0.97
Cc1cccc(-c2cc(NC(=O)COc3ccc(Cl)cc3Cl)n[nH]2)c1	-2	1.1
COc1nc(N/N=C/c2ccc3c(c2)OCO3)nc(N2CCOCC2)n1	31	1.1
COC(=O)C1=C(C)N=c2s/c(=C/c3ccc(F)cc3)c(=O)n2C1c1ccc(OC)cc1 (stereo not drawn)	8	0.9
CSc1ccccc1N1C(=O)C=CC1=O	22	1
O=C1c2[nH]nc(-c3ccccc3)c2C(c2cccc(F)c2)N1c1ccccc1 (stereo not drawn)	-2	0.99
NS(=O)(=O)c1ccc(NC(=O)C2CC2(c2ccccc2)c2ccccc2)cc1 (stereo not drawn)	4	0.94

(continued)
structure	HCV NS3h FP	Cy5 interf NS3h
O=C(/C=C/c1cc(Br)cs1)Nc1cccc2cccnc12	4	1
CCN(CC)CCNC(=O)c1ccc(NC(=S)NC(=O)c2cccnc2)cc1	63*	0.72*
COCCOC(=O)c1c(C)oc2ccc(OCC(N)=O)cc12	3	1
COc1cc(C=O)ccc1Oc1nc(Nc2ccc(F)cc2F)nc(N2CCOCC2)n1	14	1.1
O=C1NC(=Nc2ccc(Br)cc2)S/C1=C\c1ccc2c(c1)OCO2	9	1.1
Cc1cc(Cn2ccnc2)c(C)c([N+](=O)[O-])c1Cn1ccnc1	2	1.1
Cc1ccc(N(CC(=O)NCc2ccncc2)S(C)(=O)=O)cc1	-2	0.96
Cc1ccc(N2C(=O)S/C(=C/c3ccc4c(c3)OCO4)C2=O)cc1	2	1
Cc1cccc(N2C(=O)NC(=O)/C(=C\c3ccc(Oc4ccc([N+](=O)[O-])cn4)cc3)C2=O)c1	20	1
O=C(Nc1ccc(S(=O)(=O)N2CCCCCC2)cc1)C(F)(F)F	14	0.77*
N#C/C(=C\c1ccccc1Cl)c1nc(-c2ccc(Cl)c(Cl)c2)cs1	8	0.99
Cc1ccc(/C=C/C(=O)Nc2ncc(Cc3ccc(F)cc3)s2)o1	6	1

More compounds
structure	HCV NS3h FP	Cy5 interf NS3h
COc1ccc(NC(=O)/C(C#N)=C/c2ccc(OC)cc2OC)cc1	14	0.97
Cc1c(C)c2ccc(OCC(=O)c3ccccc3)c(C)c2oc1=O	6	1
Cc1ccc(NC(=O)C2CC(=O)N(c3ccc(C)cc3)C2)cc1 (stereo not drawn)	7	1.1
O=C1OC(c2ccccc2)=N/C1=C\c1cccc(OC(F)(F)C(F)F)c1	6	1
O=C1/C(=C\c2ccc(-c3cccc(Cl)c3)o2)SC(=S)N1CCS(=O)(=O)O	84*	0.84
Oc1cnc2ccccc2c1CN1CCOCC1	-28	1
CC1=NN(c2cccc(C(=O)O)c2)C(=O)/C1=C\c1ccc(-c2cc([N+](=O)[O-])ccc2C)o1	8	0.97
O=C(CSCc1cccc(Br)c1)NCCc1ccc(Cl)cc1	6	0.93
OCCNC1CCCc2c1[nH]c1ccc(-c3ccccc3)cc21 (stereo not drawn)	3	0.82
CC1CCN(C(=O)c2ccc3nc4c5ccccc5c5ccccc5c4nc3c2)CC1	7	1
O=C(Cn1cnc([N+](=O)[O-])n1)Nc1ccc(F)cc1F	6	0.76*
CCOc1ccc(C(=O)Nc2ccc(N(CC)CC)cc2)cc1	4	1

(listing goes on)
structure	HCV NS3h FP	Cy5 interf NS3h
COc1cc(OC)c([N+](=O)[O-])cc1/C=C(/C#N)C(=O)Nc1ccccc1	-1	1.1
Cn1c(=O)c(-c2nc3ccccc3[nH]2)c(O)c2ccccc21	6	1.1
COc1cccc(-c2nc(-c3ccccc3)c(-c3cc([N+](=O)[O-])ccc3C)[nH]2)c1OC	11	1
O=C(COc1ccc(/C=N\NS(=O)(=O)c2ccccc2)cc1)Nc1ccc(F)cc1	13	1
O=C1S/C(=C/c2ccc(Cl)c([N+](=O)[O-])c2)C(=O)N1c1ccccc1	7	1.1
CCOc1cccc2c1NC(C)(C)c1sn(-c3ccccc3OC)c(=S)c1-2	11	0.98
Cc1ccc(N2CCN(CC(O)Cn3c4ccccc4c4ccccc43)CC2)cc1 (stereo not drawn)	-4	0.96
CC(C)(C)CC(C)(C)N=C1NS(=O)(=O)c2cc([N+](=O)[O-])ccc21	3	0.61*
CCOC(=O)Cc1cc(-c2ccc(F)cc2)nc2ccc3ccccc3c12	5	0.99
Cc1ccc(C)c(NC(=O)c2sc3cc(C)ccc3c2Cl)c1	4	1
COc1ccc(S(=O)(=O)Nc2cc(Cl)ccc2C)cc1	9	0.99
CN1CCN(C2=C(Cl)C(=O)N(c3ccc(Br)cc3)C2=O)CC1	-8	1.1

New compounds follow
structure	HCV NS3h FP	Cy5 interf NS3h
Cc1ccc(CN2CCN(/N=C\c3cc([N+](=O)[O-])ccc3Cl)CC2)cc1	15	1
COc1ccccc1OCCn1cc(/C=C2/C(=O)NC(=O)N(c3ccccc3)C2=O)c2ccccc21	-9	0.9
Cc1ccccc1NC(=O)C(=O)NCCCN1CCOCC1	4	1.1
CC(=O)Nc1ccc(N=Cc2ccc([N+](=O)[O-])s2)cc1	16	0.81
Cc1ccc(OCC(=O)Nc2cc(C(=O)O)cc(C(=O)O)c2)cc1C	6	1.1
Cc1ccc(-n2nc3ccc(NC(=S)NC(=O)c4ccco4)cc3n2)cc1	-11	1
CCCC(C)NC(=O)c1ccc(Cl)cc1 (stereo not drawn)	3	1.1
COc1ccc(/C=C/C(=O)c2ccc(Cl)cc2)cc1	4	0.94
COc1ccccc1NC(=O)C(=O)NCCO	0	1
CC12CC3CC(C)(C1)CC(C(=O)Nc1ccc([N+](=O)[O-])cc1)(C3)C2	10	0.97
C/C(=C\C(=O)c1ccc(Cl)cc1)Nc1cc(C)ccc1Cl	26	0.92
CCCOc1ccc(/C=N\N=C/c2ccc(OCCC)cc2)cc1	15	0.98
O=C(COc1ccccc1[N+](=O)[O-])Nc1ccc2oc(-c3cccc(Br)c3)nc2c1	-13	1.1
CCOC(=O)C(Nc1cccc(F)c1)c1ccccc1 (stereo not drawn)	13	0.91
